MEKK3 PB1 HTS = raises or lowers MEK5 binding to the human MEKK3 PB1 domain. Q99759. bead-based flow cytometry, Alexa488-MEK5 binding to MEKK3; actives lie on both sides; 0 = blocked by unlabeled MEK5, 100 = vehicle. binding response (% of control), % at 10 µM. 1.4% of 290,000 active. AID 1529;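 active = binding response more than 3 SD above or below the average of its plate-row segment, actives on both sides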;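 also: Alexa488 bead fluorescence after subtracting the streptavidin-only scavenger bead signal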
Target sequence (Q99759 whole entry, looked up, the tested form may be a part): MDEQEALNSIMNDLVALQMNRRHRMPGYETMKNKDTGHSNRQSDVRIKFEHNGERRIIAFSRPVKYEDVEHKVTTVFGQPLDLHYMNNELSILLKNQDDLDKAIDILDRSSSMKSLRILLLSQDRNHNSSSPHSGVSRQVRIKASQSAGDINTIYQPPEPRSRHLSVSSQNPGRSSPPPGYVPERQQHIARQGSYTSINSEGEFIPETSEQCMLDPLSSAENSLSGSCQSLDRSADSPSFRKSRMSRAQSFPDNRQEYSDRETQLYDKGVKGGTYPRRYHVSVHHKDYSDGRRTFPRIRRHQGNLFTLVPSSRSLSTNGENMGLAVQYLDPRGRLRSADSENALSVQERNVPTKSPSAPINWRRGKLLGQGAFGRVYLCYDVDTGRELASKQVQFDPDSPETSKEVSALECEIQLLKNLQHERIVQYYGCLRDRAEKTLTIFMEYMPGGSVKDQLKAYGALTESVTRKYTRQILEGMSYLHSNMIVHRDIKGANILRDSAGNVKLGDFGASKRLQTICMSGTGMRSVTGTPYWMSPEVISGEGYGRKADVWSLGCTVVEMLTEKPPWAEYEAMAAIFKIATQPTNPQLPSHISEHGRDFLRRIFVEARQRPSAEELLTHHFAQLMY
MEKK2 WT-MEK5 = raises or lowers MEK5 binding to wildtype human MEKK2 PB1 domain; Q9Y2U5; bead flow cytometry, Alexa488-MEK5 binding to MEKK2 WT; actives lie on both sides; binding response (% of control), % at 10 µM; 1.1% of 290,000 active; AID 1531; in the data active = binding response below about 67% or above about 130%
CRFBP-R2 agonist = CRF-BP/CRF-R2 complex agonism | HEK293 CRF-R2/CRF-BP, calcium dye fluorescence (FLIPR); percent of saturating CRF peptide response | activation, % at 13.2 µM | 0.46% of 350,000 active;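 active = activation of at least 50%, plus an integration ratio under a set limit after plate pattern correction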;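 also: plate controls were neutral control wells without compound for no effect and CRF at EC100 for full effect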
DNA FID counter = displaces DNA intercalator in HCV helicase counter-screen; DNA fluorescent intercalator displacement, fluorescence; inhibition, % at 7.9 µM; 0.17% of 290,000 active; in the data active = inhibition above about 37%;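 also: 0% = vehicle and 100% = reference compound; higher means more ethidium bromide displaced from hairpin DNA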
CRFR2-BP antag = CRF-BP/CRF-R2 complex antagonism. AID 588475. inhibition, % at 11.8 µM. HEK293 CRF-R2/CRF-BP, CRF-induced calcium fluorescence. 0.59% of 350,000 active;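 active = inhibition of the ligand-induced calcium signal above about 50% at the single tested concentration, limit read from the data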
HCV NS3 hel inh = inhibitors of Hepatitis C virus NS3 helicase | NS3 helicase DNA unwinding, Cy5 molecular beacon fluorescence | inhibition, % at 10.9 µM | 0.56% of 290,000 active | AID 1800;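 active = inhibition above the mean of all tested compounds plus 3 SD, set per campaign, cut at about 35% in these data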;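 also: 0% = DMSO wells and 100% = thioflavine S control wells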
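Measured by: Cy5 fluorescence, 0 and 60 min reads / Assay system: NS3 helicase fragment of HCV / Control set: low DMSO, high thioflavine S at 110 µM / Times: 1 h reaction at 25 °C, ATP-initiated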
SUMO HTRF inh = SUMOylation inhibition. P63279. HTRF SUMOylation assay, SAE1/SAE2 + UBC9, in vitro. inhibition, % at 35 µM. 0.36% of 290,000 active. AID 2006; in the data active = inhibition above about 50%, passing the limit was not always enough; also: strong numbers were not always called active
Target sequence (P63279 whole entry, looked up): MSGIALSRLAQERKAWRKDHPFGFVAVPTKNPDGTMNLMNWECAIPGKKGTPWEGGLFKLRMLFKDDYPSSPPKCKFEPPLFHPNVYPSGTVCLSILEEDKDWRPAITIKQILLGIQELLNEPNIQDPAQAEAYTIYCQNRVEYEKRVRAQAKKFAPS
GalR3 antag = human GalR3 antagonism; O60755; HEK293 GalR3-CNG cAMP membrane potential fluorescence; galR3 body fused to GalR1 C-terminus; inhibition, % at 3 µM; 0.44% of 360,000 active; AID 651719;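 active = inhibition above the screen-wide average plus 3 SD, cut at about 13% in these data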;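 also: forskolin and galanin both at EC90 stimulate the cells; cAMP rise reported by CNG channel membrane potential dye signal; 0% = forskolin plus galanin with DMSO and 100% = forskolin alone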
Target sequence (O60755 1-299 limits assumed): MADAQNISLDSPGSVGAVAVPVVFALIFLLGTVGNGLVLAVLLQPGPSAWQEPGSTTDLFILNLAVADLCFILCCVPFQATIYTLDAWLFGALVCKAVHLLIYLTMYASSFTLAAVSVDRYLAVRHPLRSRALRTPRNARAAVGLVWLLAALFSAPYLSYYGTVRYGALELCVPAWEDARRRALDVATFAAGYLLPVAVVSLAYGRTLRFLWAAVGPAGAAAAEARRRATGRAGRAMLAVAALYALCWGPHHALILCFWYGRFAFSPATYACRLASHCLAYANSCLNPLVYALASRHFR
MEKK2 mut-MEK5 = signal of MEK5 binding to mutant human MEKK2 PB1 domain; 0.35% of 290,000 active; AID 1530; bead flow cytometry, Alexa488-MEK5 binding to MEKK2 mutant; percent response, % at 10 µM; in the data active = percent response above about 24%, passing the limit was not always enough; also: inactives centre near 1; some results filed as inactive read as strong as hits
* hit, by the source's call; nt = no result given.

nr	Structure	MEKK3 PB1 HTS	MEKK2 WT-MEK5	CRFBP-R2 agonist	DNA FID counter	CRFR2-BP antag
1	COc1ccc(/C=N/NC(=O)c2ccoc2C)cc1OC	98	99	-1.4	-10	-9
2	O=C1CC(C(F)(F)F)=NN1	108	106	0.3	2	8
3	Cc1cccc(CN2CCN(Cc3ccc(-n4cccn4)cc3)CC2CCO)n1 (stereo not drawn)	102	104	1.9	4	2
4	NS(=O)(=O)c1ccc(CCNC(=O)C(=O)NCC2OCCN2S(=O)(=O)c2cc(F)ccc2F)cc1 (stereo not drawn)	101	102	-1.7	-9	37
5	COc1cccc(-n2c(COc3ccc(C)cc3)nnc2SCC(N)=O)c1	98	97	1.6	-24	-15
6	O=C(NN1CCN(Cc2ccccc2)CC1)c1ccc(N2CCOCC2)c([N+](=O)[O-])c1	95	90	-0.7	9	5
7	NNC(=O)c1nc[nH]c1C(=O)Nc1ccccc1[N+](=O)[O-]	90	78	0.5	0	-16
8	COc1ccc(C(=O)N/N=C/c2ccc(OC)c(CN3CCc4cc(OC)c(OC)cc4C3C)c2)cc1 (stereo not drawn)	103	134	-1.4	14	13
9	Cc1cc(C)c(C)c(OCC(=O)NCc2nc(-c3ccccc3)no2)c1	97	95	3.3	-9	-9
10	COc1ccc(C(=O)N2CCN(c3ccc(C)cc3)CC2)cc1OC	97	97	0.1	-29	10

nr	HCV NS3 hel inh	SUMO HTRF inh	GalR3 antag	MEKK2 mut-MEK5
1	-3	17	4	-2
2	-2	-7	-3	2
3	-2	23	9	13
4	1	2	nt	0
5	2	18	-10	-3
6	13	-7	1	-14
7	-1	-1	-2	-14
8	-34	12	-1	37
9	-7	-31	0	-3
10	-5	-2	-2	0

Further results:
nr	Structure	MEKK3 PB1 HTS	MEKK2 WT-MEK5	CRFBP-R2 agonist	DNA FID counter	CRFR2-BP antag
11	Cc1cc(=O)[nH]c(SCC(=O)N2CCCCCC2)n1	98	99	2.6	3	17
12	C/C(=N/NC(=O)CNc1ccc(C)cc1)c1ccc(Cl)cc1	89	90	-0.2	-3	-49
13	O=C(C[n+]1cccc(/C=N/O)c1)N1CCCc2ccccc21	104	99	0.7	-3	1
14	CCOC(=O)N1CCN(C(=O)c2oc3ccc(S(=O)(=O)N(CC)CC)cc3c2C)CC1	105	106	0.4	-46	-12
15	CC(C)CCNC(=O)c1cc(S(=O)(=O)N2CCc3ccccc32)cn1C	98	94	-3.0	-34	3
16	COc1ccc(NC(=O)Nc2nnc(-c3ccccc3SCc3ccccc3)s2)cc1	122*	106	-0.5	-7	1
17	CS(=O)(=O)c1cnc(-c2cccnc2)nc1N	104	102	2.5	1	1
18	O=C(O)COc1ccc(/C=C/c2nc(-c3ccccc3O)n[nH]2)cc1	99	100	-0.9	-31	-1
19	COc1ccccc1C(=O)n1nc(-c2ccccc2)nc1N	104	107	1.5	-6	2
20	Cc1cccc(NC(=S)NNC(=O)CC(C)O)c1C (stereo not drawn)	102	104	-1.9	-2	-2

nr	HCV NS3 hel inh	SUMO HTRF inh	GalR3 antag	MEKK2 mut-MEK5
11	13	19	3	0
12	1	12	-2	-7
13	-5	-4	-3	-6
14	-14	-7	-6	0
15	-7	-4	nt	3
16	2	11	0	6
17	2	27	-3	2
18	-5	10	-10	3
19	0	18	-4	5
20	-2	-16	-5	5

(further entries)
nr	Structure	MEKK3 PB1 HTS	MEKK2 WT-MEK5	CRFBP-R2 agonist	DNA FID counter	CRFR2-BP antag
21	COC(=O)c1c(C(=O)OC)c(-c2cccc(F)c2)n2c1CS(=O)(=O)C2	107	105	-0.8	-9	2
22	Cc1ccc(C(=O)N/C(=C\c2cn(C)c3ccccc23)C(=O)NCCN2CCOCC2)cc1	102	102	-0.3	3	3
23	CC(=O)c1ccc(N2CCC(c3cc(-c4ccc(Cl)cc4)n[nH]3)CC2)c([N+](=O)[O-])c1	107	113	0.5	0	29
24	CCCCn1c(=O)[nH]c(=O)c2c1nc(-c1ccc3ccccc3c1)n2CC	100	100	-2.5	-7	-1
25	COc1cc2c(cc1OC)CN(Cc1cc(OC)c(O)c(OC)c1)CC2	92	100	0.4	-9	0
26	Nc1cc(F)ccc1N1CCCCCC1	102	100	0.4	2	11
27	Cc1ccc(C(=O)NC(=S)Nc2ccccc2N2CCOCC2)cc1C	103	103	15	-14	-35
28	Cc1ccc(Nc2ncccc2C(N)=O)cc1	89	88	0.6	0	7
29	O=C(NC(Nc1nc2ccccc2s1)(C(F)(F)F)C(F)(F)F)c1ccccc1	97	98	2.5	1	-9
30	Cc1ccnn1CC(=O)N/N=C/c1ccc([N+](=O)[O-])s1	103	104	-4.7	-1	0

nr	HCV NS3 hel inh	SUMO HTRF inh	GalR3 antag	MEKK2 mut-MEK5
21	-6	10	-8	3
22	-12	-9	-2	0
23	-5	-26	nt	3
24	2	26	-3	0
25	6	23	-3	0
26	-22	2	-6	0
27	14	-1	nt	6
28	1	8	-4	-3
29	-8	-2	-1	1
30	8	26	0	4

New compounds follow:
nr	Structure	MEKK3 PB1 HTS	MEKK2 WT-MEK5	CRFBP-R2 agonist	DNA FID counter	CRFR2-BP antag
31	COC(=O)c1c(C)oc(C)c1S(=O)(=O)Nc1ccc(C(C)C)cc1	87	84	-0.5	-23	5
32	CC1CCC(NC(=O)C2c3ccccc3C(=O)N2Cc2ccc3c(c2)OCO3)CC1 (stereo not drawn)	99	96	-4.1	-30	0
33	COc1ccc(N2CCN(C(=O)CCS(=O)(=O)c3cccc4nsnc34)CC2)cc1	101	108	-1.0	-18	-2
34	Cc1cc(C)nc(SCc2ccc(C(=O)N/N=C/C3CCCCC3)cc2)n1	106	99	-0.7	-16	-2
35	Cc1cccc(N(CC(=O)NCCc2ccccc2)C(=O)c2csnn2)c1	103	96	0.3	-22	2
36	CCCn1nnnc1NCc1ccccc1C	103	105	1.0	-4	-1
37	O=C(NC1CC2CCCC(C1)N2C(=O)Nc1ccccc1)c1ccncc1 (stereo not drawn)	99	102	-1.3	-5	-1
38	CCNC(=O)/C(C#N)=C/c1c(N2CCOCC2)nc2ccccn2c1=O	107	102	0.7	2	-2
39	COc1ccccc1S(=O)Cc1ccc(C(=O)NCc2ccccc2Cl)o1 (stereo not drawn)	104	107	1.6	-22	-8
40	COCC(=O)N1CCN(c2cccc(Cl)c2)CC1	96	94	-2.3	-1	-9

nr	HCV NS3 hel inh	SUMO HTRF inh	GalR3 antag	MEKK2 mut-MEK5
31	4	-7	-8	-12
32	2	1	2	-1
33	-9	8	-7	-1
34	-6	20	-1	0
35	0	3	-10	-6
36	-1	-2	-10	9
37	-2	6	-4	2
38	-25	13	-3	0
39	2	13	-1	3
40	3	16	-1	-5

Another view of part of the listing above.
| entry | SMILES | MEKK3 PB1 HTS | MEKK2 WT-MEK5 | CRFBP-R2 agonist | DNA FID counter | CRFR2-BP antag | HCV NS3 hel inh | SUMO HTRF inh | GalR3 antag | MEKK2 mut-MEK5 |
| --- | --- | --- | --- | --- | --- | --- | --- | --- | --- | --- |
| 9 | Cc1cc(C)c(C)c(OCC(=O)NCc2nc(-c3ccccc3)no2)c1 | 97 | 95 | 3.3 | -9 | -9 | -7 | -31 | 0 | -3 |
| 34 | Cc1cc(C)nc(SCc2ccc(C(=O)N/N=C/C3CCCCC3)cc2)n1 | 106 | 99 | -0.7 | -16 | -2 | -6 | 20 | -1 | 0 |
| 33 | COc1ccc(N2CCN(C(=O)CCS(=O)(=O)c3cccc4nsnc34)CC2)cc1 | 101 | 108 | -1.0 | -18 | -2 | -9 | 8 | -7 | -1 |

Additional records follow:
nr	Structure	MEKK3 PB1 HTS	MEKK2 WT-MEK5	CRFBP-R2 agonist	DNA FID counter	CRFR2-BP antag
41	Cc1noc(/C=C/N(C)C)c1S(=O)(=O)N1CCCC(C(=O)NC2CCCCC2C)C1 (stereo not drawn)	nt	nt	1.4	-21	-38
42	COc1ccc(C)cc1NC(=O)CN(c1ccccc1F)S(C)(=O)=O	nt	nt	2.4	-21	-23
43	Nc1ncnc(Oc2cccc(C(F)(F)F)c2)c1[N+](=O)[O-]	98	104	-1.6	-8	3
44	CCCCOc1ccc(NC(=O)c2cc(F)c(F)cc2Cl)cc1	102	102	-2.4	-2	18
45	Cc1ccc(CCNS(=O)(=O)c2cc3c(cc2C)n(C)c(=O)c(=O)n3C)cc1	102	104	1.4	-23	4
46	O=C(NNC(=O)c1ccccc1Br)c1ccc(Cl)cc1	100	101	0.3	4	-1
47	O=C(c1ccc(Cl)cc1Cl)N1CCC(C(=O)N2CCOCC2)CC1	99	104	-1.4	-10	-2
48	Cc1ccc(-c2cc(N)n(Cc3ccc(Cl)cc3)n2)cc1	99	101	-2.0	-2	24
49	CC(C)CO/C(=N/S(=O)(=O)c1ccccc1)c1ccccc1	97	96	-2.0	-3	13
50	O=C(Nc1cccc(O)c1)c1ccc([N+](=O)[O-])cc1Cl	107	113	0.5	1	7

nr	HCV NS3 hel inh	SUMO HTRF inh	GalR3 antag	MEKK2 mut-MEK5
41	15	-1	nt	nt
42	-2	19	-4	nt
43	-2	9	7	0
44	27	13	-14	-2
45	16	14	-1	3
46	5	10	-3	3
47	5	-2	0	3
48	-14	-14	89*	11
49	-10	29	-6	-6
50	5	1	-5	7

The list continues.
nr	Structure	MEKK3 PB1 HTS	MEKK2 WT-MEK5	CRFBP-R2 agonist	DNA FID counter	CRFR2-BP antag
51	CC(C)N(CCCNC(=O)CC1Oc2ccccc2NC1=O)Cc1ccccc1 (stereo not drawn)	104	113	-0.1	1	-1
52	Cc1ccc(CNC(=O)C2CCCN(c3ncnc4c3nc3n4CCCCC3)C2)cc1 (stereo not drawn)	95	95	0.4	-55	6
53	Cc1ccc2oc(C(=O)N3CCN(CCO)CC3)c(C)c2c1	99	103	0.2	-6	-3
54	CC(C)CNS(=O)(=O)c1ccc(CCC(=O)N2CCN(Cc3ccccc3)CC2)cc1	88	97	-1.2	-9	2
55	CN(C)C(CNC(=O)CCCOc1ccccc1)c1ccco1 (stereo not drawn)	94	94	-0.1	5	-6
56	COC(=O)CNC(=O)Cc1c(C)n(C(=O)c2ccc(Cl)cc2)c2ccc(OC)cc12	91	95	-1.0	-49	2
57	CCOC(=O)C1CCN(C/C=C/c2ccccc2OC)CC1	103	105	0.4	4	-9
58	O=C(CSc1nnnn1-c1ccccc1)N1CCCc2ccccc21	102	101	1.1	-11	-14
59	CCOC(=O)c1c(C)nc2cc(C)cc(C)n12	104	105	-0.8	-5	6
60	Cc1cc(C)n(/N=C/c2ccco2)c(=O)c1C#N	100	101	-2.1	-2	-11
61	O=C(C1CCC(CNc2c(N3CCOCC3)c(=O)c2=O)CC1)N1CCN(c2ccccc2)CC1 (stereo not drawn)	104	103	-0.7	-25	31
62	COc1ccc(S(=O)(=O)N2CCCC(C(=O)NCCC(C)C)C2)cc1 (stereo not drawn)	102	100	1.1	-22	-3
63	OC(COCc1ccccc1)CN1CCCCC1 (stereo not drawn)	103	103	-0.2	-1	-2

nr	HCV NS3 hel inh	SUMO HTRF inh	GalR3 antag	MEKK2 mut-MEK5
51	-5	9	0	4
52	-6	13	0	1
53	1	10	-8	2
54	-13	-19	-7	-4
55	-7	11	-4	-5
56	-6	5	-3	-7
57	-7	-6	4	3
58	1	7	-5	6
59	-7	4	-7	2
60	-3	8	1	-2
61	-12	-1	3	6
62	4	0	-3	-2
63	3	2	-5	2

Full records, quoted from the list. Screens in order: MEKK3 PB1 HTS, MEKK2 WT-MEK5, CRFBP-R2 agonist, DNA FID counter, CRFR2-BP antag, HCV NS3 hel inh, SUMO HTRF inh, GalR3 antag, MEKK2 mut-MEK5
Cc1cc(C)n(/N=C/c2ccco2)c(=O)c1C#N is listed with 100, 101, -2.1, -2, -11, -3, 8, 1, -2
CC(C)N(CCCNC(=O)CC1Oc2ccccc2NC1=O)Cc1ccccc1 (stereo not drawn) is listed with 104, 113, -0.1, 1, -1, -5, 9, 0, 4

Compound activity deposited in PubChem BioAssay by several laboratories.

This is a subset, so the mix of outcomes need not match the whole.
